HT1080 cytotoxicity – cytotoxicity in HT1080 fibrosarcoma cells, cell-based, fluorescence readout (AID 620); 87,000 compounds, 0.42% hits; HT1080 viability, fluorescence; higher % means a stronger effect; cytotoxicity, % at 10 µM; hits with a dose series show EC50 in µM;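 note: cells exposed to compound overnight then 4 h with Alamar Blue; 0% = vehicle DMSO and 100% = killing control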
Spn DPM-DC inh – inhibitors of Streptococcus pneumoniae diphosphomevalonate decarboxylase; purified DPM-DC, PK/LDH coupled NADH fluorescence; calls only at 10 µM; 65,000 compounds, 0.49% hits; AID 556;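 active = the 320 compounds with the highest percent inhibition in the single-dose primary screen, excluding strongly autofluorescent ones, cut at about 32% in these data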;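 note: kinetic rate of NADH fluorescence loss reporting ADP formed by the decarboxylase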
HPDE-C7K KRASV12 – viability loss of HPDE-C7K cells – cell-based, fluorescence, HTS, primary screen (AID 431) | HPDE-C7K KRASV12 cells, Alamar Blue viability, 48 h; higher % means a stronger effect | one-dose cytotoxicity, % at 10 µM; EC50 in µM for titrated hits | 63,000 compounds, 1.7% hits;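 active = compounds whose percent cytotoxicity in the single-dose primary screen, scaled between solvent and toxic-drug controls, exceeds 50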;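 note: 0% = DMSO solvent wells and 100% = doxorubicin-treated wells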
HPDE-C7 viability – cytotoxicity in HPDE-C7 cells, cell-based, fluorescence, HTS (AID 430) | HPDE-C7 pancreatic duct cells viability, fluorescence; higher % means a stronger effect | one-dose cytotoxicity, % at 10 µM; EC50 in µM for titrated hits | 63,000 compounds, 1.8% hits;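 note: cells exposed to compound for 48 hours before viability readout; 0% = vehicle and 100% = reference cytotoxic drug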
LYP phosphatase – LYP phosphatase inhibitors, primary screen, biochemical, DiFMUP fluorescence, recombinant catalytic domain, 10 µM (AID 606). recombinant LYP catalytic domain, DiFMUP fluorescence; higher % means a stronger effect. inhibition, % at 10 µM; hits with a dose series show IC50 in µM. 52,000 tested, under 10 active;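 active = IC50 under 40 µM in the dose-response test; inactive = IC50 of 40 µM or more, or never dose-tested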
Spn PMK inh – S. pneumoniae PMK inhibition; purified PMK, PK/LDH-coupled NADH absorbance 340 nm; inhibition, % at 10 µM; 65,000 compounds, 0.49% hits; AID 539;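 active = top-ranked compounds by inhibition in the single 10 µM screen, taking a fixed number of the strongest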;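 note: 0% = full reaction with DMSO carrier and 100% = background rate without enzyme reaction; no value below 0 was filed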
Bfl-1 displacement – Bfl-1 inhibitors, primary screen, biochemical, fluorescence polarization, FITC-Bid, mouse (AID 432) | FITC-Bid BH3 peptide fluorescence polarization displacement; higher % means a stronger effect | displacement, % at 20 µM, or IC50 in µM where a hit was titrated | 64,000 compounds, 0.02% hits; in the data active = a potency from the dose series; inactive = the rest, 99 in 100 with displacement below about 15%; note: strong numbers were not always called active
Alkaline phosphatase – human TNAP enzyme inhibitors, biochemical, luminescent (AID 518) | purified TNAP enzyme, luminescent substrate readout; higher % means a stronger effect | inhibition, % at 20 µM; hits with a dose series show IC50 in µM | 64,000 compounds, 0.09% hits; in the data active = a potency from the dose series; inactive = the rest, 99 in 100 with inhibition below about 22%;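 note: plate controls were vehicle for no effect and reference inhibitor for full effect; many of its hits are not listed in these tables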
MK inhibit – S. pneumoniae mevalonate kinase inhibition; purified MK, PK/LDH-coupled NADH absorbance 340 nm; inhibition, % at 10 µM; 65,000 compounds, 0.48% hits;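 active = ranked among the strongest by inhibition in the single 10 µM screen, a fixed top-ranked set picked for dose follow-up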; note: no value below 0 was filed
Spn PMK inh pilot replicates – recorded beside Spn PMK inh, whose call it bears; inhibition, %; measured here: pilot screen replicates
MK inhibit pilot replicates – recorded beside MK inhibit, whose call it bears; inhibition, %; measured here: pilot screen replicates
Spn DPM-DC inh pilot screen % – recorded beside Spn DPM-DC inh, whose call it bears; inhibition, %; measured here: pilot screen trials
Active calls of the source: *; i = inactive; nt = not tested or not shown. Cut-off read from the data, not from the text of the source, unless noted: active = cytotoxicity above about 50%; inactive = the rest.

SMILES	HT1080 cytotoxicity	Spn DPM-DC inh	HPDE-C7K KRASV12	HPDE-C7 viability	LYP phosphatase	Spn PMK inh	Bfl-1 displacement	Alkaline phosphatase	MK inhibit	others
Cc1nn(Cc2ccc(C(=O)N3c4ccc(F)cc4CCC3C)o2)c(C)c1Br (centres undefined)	-13%	i	2%	-5%	6%	6	2%	8%	0
O=C1N(CC(=O)N2CCc3ccccc32)CCN1Cc1ccc(Cl)cc1	6%	i	5%	-4%	15%	0	-8%	12%	6
Cc1cc(N2C(=O)c3ccc(C(=O)NCc4ccccc4)cc3C2=O)no1	-2%	i	-8%	-4%	-6%	18	-9%	8%	0
Cn1c(=O)c2c(nc(SCCNS(=O)(=O)c3ccccc3)n2C)n(C)c1=O	0%	i	0%	5%	13%	6	5%	10%	4
COc1ccc(N(C)C(=O)c2ccc3snnc3c2)cc1	2%	i	0%	-4%	2%	18	-4%	3%	10
Cc1ccc(S(=O)(=O)NC2OC(=O)C(Cl)=C2Cl)cc1 (centres undefined)	0%	i	16%	11%	3%	9	17%	13%	3
Cc1cc(NC(=O)CSc2ncn(-c3ccccc3)n2)no1	-1%	i	0%	1%	0%	18	3%	8%	5
C=CCn1c(COc2ccccc2)nnc1SCC(=O)O	-3%	i	-3%	-1%	-5%	13	2%	8%	7
Cc1nn(C(=O)c2ccoc2C)c(N)c1-c1ccccc1	-1%	i	2%	-8%	nt	0	0%	12%	2	Spn PMK inh pilot replicates=4.0;MK inhibit pilot replicates=1.5;Spn DPM-DC inh pilot screen %=3.0
COc1ccc(C(=O)NCC(c2cccnc2)N2CCN(c3ccccc3)CC2)cc1OC (centres undefined)	3%	i	-7%	-9%	11%	0	-3%	2%	8
CC1(C)Cc2ccccc2-c2nnc(-c3ccc(O)cc3)n21	3%	i	-18%	-18%	6%	24	4%	7%	11
COC(=O)c1ccc(COc2ccc(-c3nn[nH]n3)cc2)cc1	-4%	i	4%	-8%	8%	9	-5%	3%	0
CCOCCCNC(=O)Cc1ccc(OC)c(OC)c1	-1%	i	-23%	-17%	-6%	0	9%	-2%	15
CC1=C(C(N)=O)C(c2ccc(C)o2)C(C(N)=O)=C(C)N1	2%	i	1%	-1%	1%	14	0%	0%	7
[N-]=[N+]=CC(=O)C(Cc1ccccc1)N1C(=O)c2ccccc2C1=O (centres undefined)	5%	i	-10%	-12%	8%	6	4%	7%	4
CCOc1cccc(-n2nnnc2-c2ccc(OC)cc2)c1	45%	i	52%*	57%*	15%	4	8%	18%	5	Spn PMK inh pilot replicates=3.0;MK inhibit pilot replicates=2.5;Spn DPM-DC inh pilot screen %=4.5
O=C(Nc1ccc(Cl)cc1)OCCn1nnnc1C(c1ccccc1)N1CCOCC1 (centres undefined)	3%	i	4%	10%	nt	6	18%	4%	8
Nc1nc(CN2CCN(c3ccccc3F)CC2)nc(Nc2ccccc2)n1	22%	i	12%	9%	-4%	12	-8%	8%	7
O=C(C(NS(=O)(=O)c1cccc2nsnc12)c1ccccc1)N1CCN(c2ccccn2)CC1 (centres undefined)	-7%	i	2%	-4%	11%	17	1%	11%	0
Cn1c(SC/C=C/c2ccccc2)nnc1-c1cccs1	-2%	i	nt	nt	1%	8	-1%	2%	3

Pulled by compound from the list above, two records:
SMILES	HT1080 cytotoxicity	Spn DPM-DC inh	HPDE-C7K KRASV12	HPDE-C7 viability	LYP phosphatase	Spn PMK inh	Bfl-1 displacement	Alkaline phosphatase	MK inhibit	others
CC1=C(C(N)=O)C(c2ccc(C)o2)C(C(N)=O)=C(C)N1	2%	i	1%	-1%	1%	14	0%	0%	7
O=C(C(NS(=O)(=O)c1cccc2nsnc12)c1ccccc1)N1CCN(c2ccccn2)CC1 (centres undefined)	-7%	i	2%	-4%	11%	17	1%	11%	0

Ordered by formula weight (highest first): 3 of the compounds above
SMILES	HT1080 cytotoxicity	Spn DPM-DC inh	HPDE-C7K KRASV12	HPDE-C7 viability	LYP phosphatase	Spn PMK inh	Bfl-1 displacement	Alkaline phosphatase	MK inhibit	others
COc1ccc(C(=O)NCC(c2cccnc2)N2CCN(c3ccccc3)CC2)cc1OC (centres undefined)	3%	i	-7%	-9%	11%	0	-3%	2%	8
C=CCn1c(COc2ccccc2)nnc1SCC(=O)O	-3%	i	-3%	-1%	-5%	13	2%	8%	7
CCOCCCNC(=O)Cc1ccc(OC)c(OC)c1	-1%	i	-23%	-17%	-6%	0	9%	-2%	15

The main list resumes, starting 2 compounds before the break.
SMILES	HT1080 cytotoxicity	Spn DPM-DC inh	HPDE-C7K KRASV12	HPDE-C7 viability	LYP phosphatase	Spn PMK inh	Bfl-1 displacement	Alkaline phosphatase	MK inhibit	others
O=C(C(NS(=O)(=O)c1cccc2nsnc12)c1ccccc1)N1CCN(c2ccccn2)CC1 (centres undefined)	-7%	i	2%	-4%	11%	17	1%	11%	0
Cn1c(SC/C=C/c2ccccc2)nnc1-c1cccs1	-2%	i	nt	nt	1%	8	-1%	2%	3
O=C(CSc1nnc(CNc2ccccc2)o1)N1CCc2ccccc21	2%	i	9%	0%	6%	18	-6%	3%	1
CC1=C(C(N)=O)C(c2cccs2)n2nc(-c3cccc(C)c3)nc2N1 (centres undefined)	7%	i	-1%	-13%	nt	14	-7%	0%	1
CCOC(=O)C(C)Sc1ncnc2nc[nH]c12 (centres undefined)	0%	i	nt	nt	-1%	15	nt	nt	7
Cc1onc(-c2c(F)cccc2Cl)c1C(=O)N1CCN(S(C)(=O)=O)CC1	7%	i	-1%	3%	10%	1	-2%	6%	15
Cc1ccc(-c2cc(C(=O)NCc3ccco3)c3ccccc3n2)o1	-11%	nt	4%	-7%	-11%	6	4%	13%	11
COc1ccc(C(CNC(=O)c2ccc(S(=O)(=O)N3CCOCC3)cc2)N2CCCCC2)cc1 (centres undefined)	4%	i	-3%	2%	7%	15	1%	9%	5

In the list so far, these have an NH in an aromatic ring:
SMILES	HT1080 cytotoxicity	Spn DPM-DC inh	HPDE-C7K KRASV12	HPDE-C7 viability	LYP phosphatase	Spn PMK inh	Bfl-1 displacement	Alkaline phosphatase	MK inhibit	others
COC(=O)c1ccc(COc2ccc(-c3nn[nH]n3)cc2)cc1	-4%	i	4%	-8%	8%	9	-5%	3%	0
CCOC(=O)C(C)Sc1ncnc2nc[nH]c12 (centres undefined)	0%	i	nt	nt	-1%	15	nt	nt	7

Source: PubChem BioAssay (several laboratories)

No enrichment for hits; about 3.5% have a hit in one of these screens.
